DYRK1A inh: rat Dyrk1A kinase inhibitors, primary screen, biochemical, single point, plate reader | ADP-Glo luminescence, NFATc1 peptide | inhibition, % at 12.5 µM | hit rate 0.43% among 310,000 | AID 504441, 2011; in the data active means inhibition above about 50%;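 further: plate controls were vehicle with enzyme for no effect and no enzyme for full effect; many of its hits are not listed in these tables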
GSK3A inh: blockers of GSK3A enzyme activity – biochemical, luminescence, cell-free homogeneous, HTS, primary screen | hit rate 0.1% among 320,000 | inhibition, % at 10 µM | GSK-3 alpha kinase, ADP-Glo luminescence, 60 min | Glycogen synthase kinase-3 alpha (Homo sapiens), P49840 | AID 2650, 2010;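 in the data active means inhibition above about 50%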;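 further: GST-tagged GSK-3 alpha with peptide substrate and 25 µM ATP; 0% = DMSO neutral wells and 100% = GW8510 positive control wells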
Target sequence (P49840 whole entry, looked up): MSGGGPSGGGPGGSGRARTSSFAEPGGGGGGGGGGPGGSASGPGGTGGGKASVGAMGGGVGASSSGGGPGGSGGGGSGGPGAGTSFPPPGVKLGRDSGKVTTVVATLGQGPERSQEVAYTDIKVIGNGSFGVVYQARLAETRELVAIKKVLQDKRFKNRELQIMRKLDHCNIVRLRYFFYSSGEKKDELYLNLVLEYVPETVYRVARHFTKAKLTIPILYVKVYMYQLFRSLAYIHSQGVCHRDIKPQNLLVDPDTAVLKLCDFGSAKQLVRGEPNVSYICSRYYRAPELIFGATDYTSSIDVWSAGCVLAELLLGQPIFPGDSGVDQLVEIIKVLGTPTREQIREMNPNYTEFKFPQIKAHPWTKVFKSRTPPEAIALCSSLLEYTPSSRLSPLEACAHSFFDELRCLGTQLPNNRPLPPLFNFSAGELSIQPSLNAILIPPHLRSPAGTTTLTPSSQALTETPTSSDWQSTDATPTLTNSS
AI-2 QS mod: Vibrio harveyi AI-2 quorum sensing modulators, primary screen, JMH597 strain, luminescence/OD600 ratio; AID 2094, 2009; hit rate 0.4% among 300,000; Vibrio harveyi JMH597 AI-2 luminescence/OD600 ratio, 9 h; active compounds read low; strain lacks LuxN and CqsS sensors; 0 = neutral-control median; activity change, % at 7.5 µM; in the data active means activity change below about -75%, passing the limit was not always enough; inconclusive means no clear call, values can overlap the other calls;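 further: luminescence divided by OD600 gain over 9 h not by final OD600 alone; inactives centre near 13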
GSK3B inh: human GSK3beta kinase inhibitors, primary screen, biochemical, cell-free homogeneous, HTS; activity score (negative = inhibition), % at 10 µM; AID 2097, 2009; GST-GSK3beta kinase, ADP-Glo luminescence, 60 min; active compounds read low; hit rate 0.038% among 300,000; Glycogen synthase kinase-3 beta (Homo sapiens), P49841;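 active means more than half of replicate wells score below -50%, meaning over 50% inhibition versus plate controls; inconclusive means some replicates but at most half score below -50%; inactive means no replicate scores below -50%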;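 further: 0% = median DMSO wells and -100% = median GW8510 positive control wells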
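test system = GST-tagged human GSK3beta kinase, cell-free | reagent = 25 µM ATP with peptide substrate | dosing = one dose of 10 µM per compound | schedule = 60 min reaction, RT | detection = luminescent ADP-Glo measurement of ADP formed | control set = DMSO neutral wells and GW8510 at 20 µM as positive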
PolyA inh: polyadenylation inhibitors in yeast reporter cells, primary screen, luminescence, S. cerevisiae; S. cerevisiae SKY197-pL101 polyadenylation reporter, beta-gal luminescence; efflux-impaired pdr1/pdr3 knockout yeast; score 100 = 6 SD above DMSO; calls only at 12 µM; hit rate 0.02% among 300,000;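 active means lowest replicate activity score at least 50, where 100 means six control SD above control mean; inconclusive means lowest score under 50 but half or more replicates reach 50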;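 further: yeast exposed to compound for 9 h at 30 °C; higher score means more reporter readthrough which indicates perturbed polyadenylation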
Platelet DG rel: inhibitors of platelet dense granule secretion, primary screen, cell-based, MLPCN, human platelets | human platelet-rich plasma, SFLLRN dense granule ATP release, luminescence | inhibition, %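 (compounds screened at 7.5 µM in platelet-rich plasma)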 | hit rate 0.22% among 300,000 | AID 1663, 2009;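 active means mean replicate score, as percent of positive control, at or above 50; inconclusive means mean below 50 but at least one replicate at or above 50; inactive means mean and every replicate below 50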
HSP90 inh: HSP90 inhibitors, primary screen, cell lysate, luminescence | Heat shock protein HSP 90 (rabbit reticulocyte lysate; luciferase refolding) | Rabbit reticulocyte lysate, luciferase refolding luminescence, 3 h | inhibition, % at 5.6 µM | hit rate 0.91% among 290,000;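 active means inhibition above the screen-wide mean plus 3 SD, computed separately per campaign, cut at about 16% in these data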;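 further: 0% = DMSO wells and 100% = 60 µM geldanamycin wells; inhibitors lower the luminescence because luciferase stays unfolded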
HDAC3 inhib: HDAC3 deacetylase inhibitors, primary screen, biochemical, fluorescence, cell-free homogeneous | Histone deacetylase 3 (Homo sapiens), O15379 | recombinant HDAC3, fluorogenic peptide/trypsin coupled | inhibition, % at 8.3 µM | hit rate 0.15% among 320,000 | AID 2718, 2010; in the data active means inhibition above about 26%, passing the limit was not always enough; inconclusive means no clear call, values can overlap the other calls
Target sequence (O15379 whole entry, looked up): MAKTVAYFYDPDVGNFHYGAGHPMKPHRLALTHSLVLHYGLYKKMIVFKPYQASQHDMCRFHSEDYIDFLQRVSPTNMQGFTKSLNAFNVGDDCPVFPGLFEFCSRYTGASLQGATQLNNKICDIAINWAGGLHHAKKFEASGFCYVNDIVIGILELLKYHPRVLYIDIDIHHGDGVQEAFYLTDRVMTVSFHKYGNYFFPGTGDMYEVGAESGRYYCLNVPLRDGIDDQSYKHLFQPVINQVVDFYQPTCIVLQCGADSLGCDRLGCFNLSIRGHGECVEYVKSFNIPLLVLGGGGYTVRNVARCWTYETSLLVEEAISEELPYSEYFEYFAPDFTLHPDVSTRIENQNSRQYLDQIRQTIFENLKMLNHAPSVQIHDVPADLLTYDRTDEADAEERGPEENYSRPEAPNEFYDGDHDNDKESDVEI
HSF1 activator: HSF-1 activators, primary screen, NIH3T3-HGL cells, MG132 stress, luminescence, single point; AID 504408, 2011; activation, % at 9 µM; NIH3T3-HGL HSF-1 luciferase reporter, 8 h; 100% = twice DMSO control signal; hit rate 1.7% among 300,000;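 active means mean replicate activation of at least 50% with a set share of replicates each reaching 50%; inconclusive means only one of those two conditions met; inactive means mean below 50% and too few replicates reaching it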;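 further: 0% = median of the neutral control wells and 100% = twice that signal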
HSF1 inhib: HSF1 inhibitors in luciferase reporter cells, primary screen, cell-based, NIH3T3, luminescence. hit rate 0.77% among 300,000. AID 2098, 2009. NIH3T3-HGL HSE-luciferase, MG132-induced, luminescence 8 h; active compounds read low. activity change, negative = inhibition, % at 7.5 µM (by protocol);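 active means more than half of replicate wells show activity change below -50%, luminescence cut by over half; inconclusive means some wells, but at most half, below -50%; inactive means no replicate well below -50%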;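 further: luciferase reports HSF-1 transcriptional activity via heat shock element; 0% = median of DMSO wells and -100% = zero luminescence signal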
* marks the source's active call; other numbers are inactive results; i = inactive; ? = inconclusive; nt = not tested or not shown. This is a subset; count on the stated rates, not on these rows.

SMILES	DYRK1A inh	GSK3A inh	AI-2 QS mod	GSK3B inh	PolyA inh	Platelet DG rel	HSP90 inh	HDAC3 inhib	HSF1 activator	HSF1 inhib
N/C(=N\OC(=O)c1ccccc1Br)c1ccc([N+](=O)[O-])cc1	-1	2	18	0	i	-1	7	3	?	26
O=S(=O)(NCc1ccc2c(c1)OCO2)c1c(F)cc(F)cc1Br	-4	1	1	0	i	1	3	-19	4	-4
COC(=O)c1scc(C)c1S(=O)(=O)Nc1ccc(C)cc1	-2	1	6	-1	i	-4	0	nt	1	1
O=C(CCC(=O)N1CCOc2ccccc21)Nc1ccc(F)cc1F	5	-1	13	4	i	-6	-3	-2	-15	0
COc1ccccc1Nc1nc(N)nc(CSc2ncccn2)n1	1	0	12	3	i	11	-3	2	6	-5
O=C(O)CCc1ccc(-c2ccc(Cl)cc2)n1CC(=O)O	0	-4	19	2	i	-5	-4	-16	-12	-2
O=c1[nH]c(/C=C/c2ccc(Cl)cc2Cl)c([N+](=O)[O-])c(=O)[nH]1	-1	0	9	3	i	-6	16	10	-10	0
Cn1c(N)cc(-c2ccc(F)cc2)c(C#N)c1=O	15	2	30	2	i	-6	2	7	18	4
C=CCOC(=O)/C=C/C(=O)NC(N)=O	2	1	8	6	nt	9	1	-4	-24	2
COn1c(=O)c(-c2cccc(Br)c2)[n+]([O-])c2ccccc21	-2	0	26	2	i	0	-2	-3	2	6
c1c(CC2CCCC2)nnn1C[C@H]1CC[C@@H]([C@@H]2CC[C@H](Cn3cc(CC4CCCC4)nn3)O2)O1	-3	0	19	0	i	-3	-1	7	4	-2
COC(=O)Cc1c(C)nc2nc(NCc3cccc([N+](=O)[O-])c3)[nH]n2c1=O	-2	nt	21	-1	i	-8	5	-2	14	-6
COc1ccc(OC)c(NC(=O)CCN2CCCCC2)c1	7	3	42	-1	i	-1	-2	3	14	-13
NS(=O)(=O)c1ccc(N/N=C/c2ccc(C(=O)O)cc2)c([N+](=O)[O-])c1	5	4	16	1	i	-1	-1	5	15	-3
CC(=O)N1CCc2cc(C(=O)CN3CCN(c4cccc(Cl)c4)CC3)ccc21	2	0	19	-2	i	-3	-1	-17	23	2
COc1ccc(-c2nc3ncccc3o2)cc1NC(=O)c1cccs1	4	-1	4	0	i	-6	-1	-2	-18	-2
CC1(c2nnc(-c3cccc(Cl)c3)o2)CC(c2ccccc2Br)=NO1 (stereo not given)	2	3	1	5	i	3	1	3	1	2
CCOC(=O)N1CCC(N(CCN(C)C)C(=S)Nc2cc(Cl)cc(Cl)c2)CC1	-5	-1	37	2	i	-6	5	-2	0	2
O=C(O)c1ccc(S(=O)(=O)Nc2ccc(O)c(Sc3nc4ccccc4s3)c2)cc1	-1	-4	15	0	i	11	0	-4	18	-3
CCOC(=O)c1cc(-c2ccccc2)sc1NC(=O)C(C)Sc1nnc(N)s1 (stereo not given)	3	1	31	0	i	8	-1	-4	-9	6
COC(=O)CSc1nc(C)cc(N2CCOCC2)n1	nt	-3	22	3	i	7	0	-3	6	-4
COc1ccccc1N(CC(=O)NC1CCCC1)C(=O)CNC(=O)c1cccs1	3	1	4	1	i	2	-1	5	-4	-1
CCOc1cc(C2c3c(n[nH]c3C)C(=O)N2c2ccc(C)cc2)ccc1O (stereo not given)	8	1	35	2	i	0	6	0	9	5
CC1=CC(C)(C)N(C(=O)CNC2CCCCC2)c2cc(C)ccc21	2	-1	18	0	i	-3	2	1	11	2
CC(C)[C@H](NC(=O)N1CCn2c1nc1ccccc12)C(=O)NC1CC1	-4	0	39	-2	i	13	-7	1	5	-6
Cc1ccc(CN2CCS(=O)(=O)CC2)cc1	9	1	14	3	i	4	0	-2	-8	-4
COCCN(C(=S)Nc1ccc(C)c(C)c1)C(C)c1ccco1 (stereo not given)	-4	-2	-1	-1	nt	-6	-6	-2	-21	-4
COc1ccc(/C=C2\SC(=S)N(NC(=O)c3csc4c3CCCC4)C2=O)cc1	0	5	1	2	i	3	1	2	-21	-7
Cc1nn(C(C)C(=O)NCCC2=CCCCC2)c(=O)c2nn(-c3ccccc3)c(C)c12 (stereo not given)	3	0	16	2	i	11	-3	-3	-6	1
Cc1ccc(S(=O)(=O)N2CCC(=O)N(CCOCc3cccc(Cl)c3)CC2)cc1	10	-3	6	4	i	0	0	0	2	7
CS(=O)(=O)N1CCc2cc(C(=O)O)ccc21	-4	-3	30	3	i	3	-1	-8	-4	-10
Cc1cccn2c(=O)c3cc(C(=O)NCCc4ccccc4)sc3nc12	2	-6	13	3	i	-4	-3	-2	19	3
COc1cc(NC(=S)NC(C)(C)C)c(OC)cc1Cl	-4	0	26	-4	i	0	5	0	63*	32
O=S(=O)(Nc1cccc(F)c1)c1cccc2nsnc12	-1	-2	-3	1	i	25	-2	2	3	-1
CC1CCC(NC(=O)CCS(=O)(=O)c2ccc3c(c2)NC(=O)CS3)CC1 (stereo not given)	-4	nt	15	1	i	-6	3	-2	?	19
O=C(COC(=O)CNC(=O)c1ccc(Cl)cc1Cl)NCc1ccco1	-4	-2	19	0	i	nt	nt	4	-4	3

Quoted at random: two entries already listed
SMILES	DYRK1A inh	GSK3A inh	AI-2 QS mod	GSK3B inh	PolyA inh	Platelet DG rel	HSP90 inh	HDAC3 inhib	HSF1 activator	HSF1 inhib
COc1ccc(OC)c(NC(=O)CCN2CCCCC2)c1	7	3	42	-1	i	-1	-2	3	14	-13
O=C(CCC(=O)N1CCOc2ccccc21)Nc1ccc(F)cc1F	5	-1	13	4	i	-6	-3	-2	-15	0

Continuation.
SMILES	DYRK1A inh	GSK3A inh	AI-2 QS mod	GSK3B inh	PolyA inh	Platelet DG rel	HSP90 inh	HDAC3 inhib	HSF1 activator	HSF1 inhib
O=C(O)C1C2C=CC(C2)C1C(=O)Nc1ccc2c(c1)OCCO2 (stereo not given)	-3	-2	10	-1	i	-2	2	3	-58	-57*
COc1ccc(C(NC(=O)/C=C/c2ccco2)c2ccc(OC)c(OC)c2)cc1 (stereo not given)	-7	1	36	3	i	10	-1	12	4	14
O=C(Nc1ccc(Cc2nc3ccccc3s2)cc1)c1ccncc1	-5	0	36	-5	i	-2	1	15	0	-1
Cc1ccc(OCC(O)CN2CCN(Cc3ccc4c(c3)OCO4)CC2)c(C)c1 (stereo not given)	3	-1	34	3	i	-1	-2	nt	12	-4
O=C1CCCCN1CC(=O)N1CCCC(Nc2ccc(F)cc2)C1 (stereo not given)	0	1	26	0	i	-5	-9	1	-5	1
Cc1cccc(-c2noc(CN(C(=O)C34CC5CC(CC(C5)C3)C4)C(C)C)n2)c1	9	-2	4	3	i	5	0	-10	32	10
Cn1c(=O)c([N+](=O)[O-])c(NCc2ccccc2Cl)c2ccccc21	17	1	-11	-2	i	0	8	0	-12	6
Cc1ccc(OCC(=O)NCCNC(=O)c2ccncc2)cc1	-1	2	24	0	i	1	5	0	15	3
CCC(CCC(=O)Nc1ccn(-c2ccccc2)n1)C(=O)O (stereo not given)	12	-1	7	2	i	-2	1	-9	-1	0
COCCNC(=O)C(c1cccs1)N(C(=O)Cn1nnc2ccccc21)c1ccc2c(c1)OCO2 (stereo not given)	-5	-1	4	1	i	-2	4	2	-2	-6
O=C(CNC(=O)c1ccc(Br)o1)Nc1cccc(-c2cnc3ccccc3n2)c1	4	4	26	2	i	1	-1	3	11	0
O=C(c1ccc(F)cc1)N1CCC(N2CCOCC2)CC1	0	-2	28	-1	i	-7	-5	10	-3	1
Cc1ccc(NC(=O)COC(=O)c2cc(Cl)ccc2Cl)c(Br)c1	1	10	31	0	i	1	0	-2	-2	-9
CCOC(=O)N1CCN(C(c2ccc(Cl)cc2)c2sc3nc(C)nn3c2O)CC1 (stereo not given)	2	0	12	-1	i	0	nt	3	-10	-1
COc1ccc(Cn2c(=O)[nH]c3cc(C(=O)N4CCN(c5ccccc5F)CC4)ccc3c2=O)cc1	-1	1	nt	nt	i	0	6	8	21	5
CN(CCOc1ccc(Cl)cc1)C(=O)CN1C(=O)NC2(CCCC2)C1=O	11	-1	11	-1	i	-23	nt	1	-1	3
Cc1ccc(-n2nnnc2SCc2ccc(C(=O)O)cc2)cc1C	-2	-2	-33	2	i	-5	0	-2	1	-4
COc1cc(NS(=O)(=O)c2ccc(Br)cc2)c(OC)cc1NC(=O)c1ccco1	0	-1	6	-11	i	-3	5	5	17	6
O=C(NCc1ccc(Cl)c(Cl)c1)c1cccnc1	2	0	17	1	i	-1	6	-2	-5	-4
Cc1c(C)c2ccc(OC(C)C(=O)NCCc3c[nH]c4ccccc34)cc2oc1=O (stereo not given)	2	-1	4	2	i	1	-6	6	4	4
CCOC(=O)C1(CCOc2ccccc2)CCN(Cc2ccc(O)c(OCC)c2)CC1	1	-1	13	1	i	0	1	9	-2	2
CSc1ccc(/C=C(/NC(=O)c2ccc(C)cc2)C(=O)Nc2cccc(F)c2)cc1	2	8	32	-3	i	-2	2	1	-3	-3
Cc1ccccc1OCCOC(=O)c1nc2nccc(C)n2n1	-3	-2	9	3	i	1	1	1	-2	-4
COC(=O)c1cc(NC(=O)CN(c2ccccc2OC)S(=O)(=O)c2ccccc2)ccc1Cl	3	-1	5	1	i	0	3	0	16	9
CCOC(=O)c1cnn(Cc2ccccc2Cl)c1N	2	0	-7	1	i	3	3	2	1	-1
COc1ccc(C(=O)N2N=C(c3cccc(OC)c3)CC2(O)C(F)(F)F)cc1 (stereo not given)	-3	2	8	-2	i	1	-1	9	14	3
O=C(c1ccc(-n2cncn2)c([N+](=O)[O-])c1)N1CCN(S(=O)(=O)c2ccccc2F)CC1	4	0	27	3	i	-8	nt	1	-54	-43
Clc1ccc(Nc2ncnc3c2cnn3-c2ccccc2)cc1	-3	1	-14	1	i	-11	-5	11	37	13
CS(=O)(=O)N(CC(=O)Nc1ccccc1C(=O)NCc1ccco1)c1ccc2c(c1)OCCO2	5	1	26	2	i	25	0	4	-9	-7
Cc1nc2cc(NCc3cc([N+](=O)[O-])ccc3O)ccc2n1Cc1ccccc1	-2	0	31	0	i	-1	3	2	21	2
Cc1ccc(Nc2ccncc2S(N)(=O)=O)cc1	nt	-2	5	-1	i	-3	nt	1	-6	3
O=C(Nc1ccc(N2CCOCC2)c(Cl)c1)c1ccccc1Cl	-4	-2	13	3	i	-4	3	4	23	14
